Bioassay records deposited in PubChem by The Scripps Research Institute Molecular Screening Center.
TEAD-YAP inh: TEAD-YAP interaction inhibition, primary screen, TEAD-YAP interaction inhibitor project, luminescence, HEK-TIYL cells; TEAD-Gal4/YAP UAS-luciferase luminescence; inhibition, % at 9.12 µM; 640,000 tested, 1.4% active; in the data active means inhibition above about 32%;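 further: 0% = median of test compound wells and 100% = reference inhibitor wells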
GPR151 activ: activators of human GPR151, primary screen, cell-based, PathHunter beta-arrestin, luminescence; PathHunter beta-arrestin GPR151 cells; activation, % at 11.2 µM; 650,000 tested, 1% active; AID 1508602, 2020; in the data active means activation above about 4.9%;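 further: 0% = median of compound wells and 100% = cells with positive control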
Target sequence (Q8TDV0 whole entry, looked up): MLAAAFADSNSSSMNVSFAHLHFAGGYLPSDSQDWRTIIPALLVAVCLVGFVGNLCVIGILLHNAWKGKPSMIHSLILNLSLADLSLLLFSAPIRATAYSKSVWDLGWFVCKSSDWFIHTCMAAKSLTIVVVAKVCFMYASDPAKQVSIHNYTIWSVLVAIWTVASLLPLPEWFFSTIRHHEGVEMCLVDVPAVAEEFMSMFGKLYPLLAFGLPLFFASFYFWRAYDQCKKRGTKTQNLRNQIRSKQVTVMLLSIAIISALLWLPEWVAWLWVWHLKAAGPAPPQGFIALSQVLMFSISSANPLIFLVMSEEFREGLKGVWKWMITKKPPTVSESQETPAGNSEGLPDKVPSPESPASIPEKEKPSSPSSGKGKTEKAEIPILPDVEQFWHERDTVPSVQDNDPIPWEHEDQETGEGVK
FBW7 act: FBW7 E3 ligase activators, primary screen, biochemical, AlphaScreen, human; F-box/WD repeat-containing protein 7 (Homo sapiens), Q969H0; AlphaScreen FBW7–phospho-cyclin E peptide binding, activator screen; normalized activity (activation), % at 26.1 µM; 650,000 tested, 0.13% active; AID 1259310, 2017; in the data active means normalized activity above about 1.9%;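 further: purified mutant Fbw7 with reduced substrate affinity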
MITF inh: MITF inhibitors, primary screen, biochemical, AlphaScreen, human; inhibition, % at 2.6 µM; 650,000 tested, 0.91% active; AlphaScreen MITF homodimerization, bead proximity signal; in the data active means inhibition above about 50%;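 further: 0% = vehicle wells with protein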
Target sequence (O75030 whole entry, looked up): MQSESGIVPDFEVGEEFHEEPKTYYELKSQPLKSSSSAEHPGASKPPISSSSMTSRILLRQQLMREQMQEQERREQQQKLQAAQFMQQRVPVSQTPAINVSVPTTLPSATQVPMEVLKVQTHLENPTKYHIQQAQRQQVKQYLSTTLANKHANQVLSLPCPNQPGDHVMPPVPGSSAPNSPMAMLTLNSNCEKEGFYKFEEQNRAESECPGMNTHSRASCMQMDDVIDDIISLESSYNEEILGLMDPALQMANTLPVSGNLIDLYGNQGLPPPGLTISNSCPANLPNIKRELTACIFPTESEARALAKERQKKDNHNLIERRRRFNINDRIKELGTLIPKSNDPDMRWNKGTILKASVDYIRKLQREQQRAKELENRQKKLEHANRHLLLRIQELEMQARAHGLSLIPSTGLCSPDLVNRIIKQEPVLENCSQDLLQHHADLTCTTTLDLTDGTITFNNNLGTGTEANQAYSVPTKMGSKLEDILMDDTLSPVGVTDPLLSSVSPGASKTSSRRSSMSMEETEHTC
Starred values were filed as active, the others as inactive; x = no result given.

Every second line gives: TEAD-YAP inh, GPR151 activ, FBW7 act, MITF inh
> O=C(/C=C/c1ccccc1)c1ccc2c(c1)OCCCO2
→ -59, -2.3, -0.2, 0
> COc1cc(NC(=O)c2ccc(Cl)c(Cl)c2)c(OC)cc1Cl
→ 5, 1.4, 0.1, 5
> COc1ccccc1/C=C/C(=O)Nn1c(-c2ccc(F)cc2)nc2ccccc2c1=O
→ 4, -0.7, 0.5, -1
> COc1cccc(-c2cccc(NC(=O)C3CCN(Cc4ccccn4)CC3)c2)c1
→ 1, 3.8, 0.0, 13
> O=C(/C(Cl)=C/NCCc1c[nH]c2ccccc12)C(F)(F)F
→ 11, -0.3, -0.2, -6
> COc1ccccc1CNC(=O)Cn1ncn2c(cc3sccc32)c1=O
→ 0, -0.1, 0.0, 18
> O=C(Cn1c(=O)c2ccc(Cl)cc2n2nncc12)NCc1ccccc1
→ 0, 0.2, 0.0, -12
> Cc1c(NC(=O)CCC(=O)O)cccc1[N+](=O)[O-]
→ 3, 1.1, 0.2, 3
> COc1ccc(/C=C(/C#N)c2ccc(F)cc2)c(OC)c1
→ 4, -0.6, 0.2, -24
> CCOc1cc(/C=c2/sc3nc4ccccc4n3c2=O)cc(I)c1O
→ 13, 5.1*, 0.1, 3
> O=C(NCc1ccco1)c1nn(C23CC4CC(CC(C4)C2)C3)cc1[N+](=O)[O-]
→ -10, 1.0, -0.1, 6
> Cc1ccc2c(c1)N(C(=O)CN1C(=O)C3CCCCC3C1=O)C(C)(C)c1ssc(=S)c1-2 (stereo not drawn)
→ -5, -1.0, -0.4, 8
> COc1cccc(NC(=O)c2sccc2S(=O)(=O)N(C)c2ccccc2)c1
→ -6, -1.3, 0.0, -2
> NC(=O)Cn1nc(C(=O)O)c2ccccc2c1=O
→ 3, -0.6, -0.2, -8
> CC(C)(C)C(=O)N1CCCC(c2nc3c(nnn3Cc3ccc(F)cc3)c(=O)[nH]2)C1 (stereo not drawn)
→ 8, 1.8, -0.1, 1

Some of the entries so far, field by field:
COc1cccc(-c2cccc(NC(=O)C3CCN(Cc4ccccn4)CC3)c2)c1
  TEAD-YAP inh: 1	GPR151 activ: 3.8	FBW7 act: 0.0	MITF inh: 13
O=C(/C(Cl)=C/NCCc1c[nH]c2ccccc12)C(F)(F)F
  TEAD-YAP inh: 11	GPR151 activ: -0.3	FBW7 act: -0.2	MITF inh: -6
COc1ccccc1CNC(=O)Cn1ncn2c(cc3sccc32)c1=O
  TEAD-YAP inh: 0	GPR151 activ: -0.1	FBW7 act: 0.0	MITF inh: 18
O=C(Cn1c(=O)c2ccc(Cl)cc2n2nncc12)NCc1ccccc1
  TEAD-YAP inh: 0	GPR151 activ: 0.2	FBW7 act: 0.0	MITF inh: -12

Next part.
Every second line gives: TEAD-YAP inh, GPR151 activ, FBW7 act, MITF inh
> Cc1cc(C)nc(NNc2c([N+](=O)[O-])cc(C(F)(F)F)cc2[N+](=O)[O-])n1
→ -5, 1.5, -0.6, 1
> Cc1ccccc1NC(=O)c1nccnc1CO
→ 4, -0.4, -0.1, 2
> Cc1ccc(NC(=O)CCC(=O)NCc2ccccc2)cc1
→ 7, -0.6, 0.0, 13
> Cc1nc2ccc3nc(NC(=O)c4ccccc4[N+](=O)[O-])sc3c2s1
→ -1, -1.1, 0.0, -18
> CCOc1ccc(C2NC(=O)c3[nH]nc(-c4ccc(C)cc4)c32)cc1 (stereo not drawn)
→ 2, -0.3, 0.0, 13
> O=C(c1cc(=O)oc2cc(OCc3ccccc3)ccc12)N1CCN(c2ccccn2)CC1
→ -4, 0.0, 0.2, 23
> COc1cc(NC(=S)N2CCC(C(N)=O)(N3CCCCC3)CC2)cc(OC)c1
→ 8, 0.0, -0.2, 1
> COCCSc1nnc(NC(=O)CCSc2ccccc2)s1
→ -6, -1.2, -0.2, -2
> Cc1c(Cl)cccc1NC(=O)C(=O)NNS(=O)(=O)c1ccc(F)cc1
→ -5, -0.1, -0.1, -8
> COC(=O)C1=C(C)N(c2ccc(Br)cc2)C(=O)C1
→ -5, 0.8, -0.1, 12
> COc1ccc(NC(=O)NCCCc2ccccc2)cc1OC
→ -3, -1.0, -0.2, -10
> CC1=CC(C)(C)N(C)C(=O)N1c1ccc(Cl)cc1
→ 14, 1.3, 0.0, -1
> OC(c1ccncc1)c1ccc2c(c1)CN(Cc1ccc(F)c(F)c1)CCO2 (stereo not drawn)
→ 1, 2.1, 0.6, 18
> COc1ccc(-c2cc(-c3c(O)ccc4ccccc34)[nH]n2)cc1
→ 89*, 2.3, 0.1, 4
> CC(=O)C1=C(C)N(Cc2ccco2)C(=O)C1(NC(=O)C1CCCCC1)C(F)(F)F (stereo not drawn)
→ -1, 1.7, 0.4, 20
> CCOC(=O)C1=C(C)N=c2s/c(=C/c3ccc(OC)c(OC(C)=O)c3)c(=O)n2C1c1ccccc1Cl (stereo not drawn)
→ 0, -0.2, -0.1, -3
> CC1CCC(C(C)C)C(OC(=O)Cn2c3ccccc3c(=O)c3ccccc32)C1 (stereo not drawn)
→ 3, 2.8, 0.0, -4
> COc1ccc(CN2CCSCC2)c(C)c1C
→ -5, 0.1, -0.1, 26
> CC(C)NS(=O)(=O)c1ccc(OCC(=O)Nc2ccc(F)cc2)cc1
→ 3, 1.4, -0.1, -10
> CC(C)(C)C1CCC(OC(=O)CN2CCCCC2)CC1 (stereo not drawn)
→ -1, -0.9, 0.1, 19
> O=C(NCc1nnc2n1CCN(C/C=C/c1ccccc1)CC2)C1CC1
→ 3, 0.2, -0.1, 3
> c1ccc(-c2noc(-c3cccs3)n2)nc1
→ 34*, -11, -0.1, -6
> CCC(=O)N1CCc2cc(S(=O)(=O)N3CCN(c4cccc(C)c4C)CC3)ccc21
→ 1, -0.6, 0.0, 13
> O=C(CN1N=NC2C(=O)N(c3ccccc3)C(=O)C21)Nc1cccc(Cl)c1 (stereo not drawn)
→ 0, 1.7, -0.1, -3
> Cc1cccn2c(=O)c3cc(C#N)c(=O)n(-c4cccc(Br)c4)c3nc12
→ -14, 1.2, 0.3, -5
> O=C(O)C1C2C=CC(C2)C1C(=O)Nc1ccc(Cl)cc1Cl (stereo not drawn)
→ 5, 0.7, -0.1, 0
> O=C(CSc1nc2ccccc2s1)NCCOc1ccc(Cl)cc1
→ 11, 0.2, 0.1, 9
> Cc1ccc(N2C(=O)c3ccc(C(=O)N4CCOCC4)cc3C2=O)cc1C
→ 7, 0.8, 0.0, 11
> CC1CN(C(NC(=O)C(C)(C)C)C(Cl)(Cl)Cl)CC(C)O1 (stereo not drawn)
→ 9, 0.8, 0.3, 18
> Cc1ccc(NC(=O)C(c2ccccc2)c2ccccc2)cc1
→ 5, 0.1, 0.1, 3
> COc1ccc(NS(=O)(=O)c2ccc(C)cc2)cc1[N+](=O)[O-]
→ 4, 0.4, 0.1, 15
> Cc1cc(C)n(-c2cc(N3CCN(C(=O)c4sc(C)nc4C)CC3)ncn2)n1
→ -5, 0.3, 0.0, 3
> CCN(CC)S(=O)(=O)N1CCC(C(=O)NCCCOC)CC1
→ -3, 0.6, -0.3, 1
> COc1ccc(CCn2c(C)c(C(C)=O)c3cc(OC(=O)c4cccc(Cl)c4)ccc32)cc1OC
→ -6, -1.4, 0.0, -2
> CCOc1ccc2nc(N3C(=O)Nc4ccccc4N3O)sc2c1
→ 6, -0.4, 0.0, 7
> Cc1ccc(-c2cc(C(=O)Nc3ccccc3C(N)=O)c3ccccc3n2)o1
→ 17, 0.4, -0.2, 9
> NC(=O)c1ccccc1NC(=O)CCCc1ccccc1
→ -26, 0.4, 0.4, 20
> C[C@@H](C(=O)O)c1ccc(-c2ccccc2)c(F)c1
→ x, -5.2, x, 0
> COC(=O)c1ccccc1NC(=O)C1CC2CCCN2C12C(=O)N(C)c1ccccc12 (stereo not drawn)
→ 0, -1.7, -0.1, 0
> O=C(c1cc(-c2ccc(F)cc2)no1)N1CCOCC1
→ -67, -2.6, 0.0, 3
> S=C(S)NCCc1c[nH]c2ccccc12
→ 11, -0.4, 0.0, -6
> Cc1cccc(/C=C2\N=C(c3cc([N+](=O)[O-])ccc3Cl)OC2=O)c1
→ 14, 1.3, 0.0, 8
> COc1ccc(/C=N\NC(=O)CCC2C(=O)NN=C2C)cc1OCc1ccccc1 (stereo not drawn)
→ 15, 2.1, 0.1, 4
> CN1C(=O)CCc2cc(NS(=O)(=O)Cc3ccccc3Cl)ccc21
→ 6, 0.7, -0.1, 2
> COc1cc2c(cc1OC)C(COc1cc(C)cc(C)c1)N(C(=O)/C=C/c1cc(OC)c(OC)c(OC)c1)CC2 (stereo not drawn)
→ -6, 1.2, -0.1, 15
> CCn1nnc(NC(=O)c2ccc3ccccc3c2)n1
→ -36, 0.1, -0.1, 5
> FC(F)(F)c1nc2ccc(-c3ccncc3)cc2[nH]1
→ -42, -7.1, -0.1, 22
> N#CC1=C(N)OC2=C(C(=O)CCC2)C1c1c[nH]c2ccccc12 (stereo not drawn)
→ 14, 0.1, 0.2, 7
> O=C(COc1ccc(Cl)cc1)Nc1ncc(Cc2ccccc2)s1
→ 6, -0.3, 0.3, 13
> COc1ccccc1NC(=O)c1c(NC(=O)c2ccccc2)sc2c1CCCCC2
→ -3, 1.7, 0.0, -4
> Cn1nc(C(C)(C)C)cc1C(=O)N1CCCC(c2c(S(C)(=O)=O)cnc3ncnn23)C1 (stereo not drawn)
→ -3, 2.1, 0.0, 8
> COc1cc(OC)c(N(C)S(=O)(=O)c2cccc3nsnc23)cc1Cl
→ -2, 0.9, -0.2, 4
> CCOCCCNC(=O)c1nnc(Cc2ccccc2Cl)o1
→ -7, -0.1, 0.1, 1
> COc1cc(-c2nc3ccccc3c(=O)n2NCc2ccccc2Br)cc(OC)c1OC
→ 4, -2.1, -0.1, 7
> COc1ccc([N+](=O)[O-])cc1NCc1ccc(OC)c2ccccc12
→ 0, 1.4, -0.1, 16
> CCCOC(=O)C1=C(C)NC2=C(C(=O)CC(c3ccc(OC)c(OC)c3)C2)C1c1ccccc1Cl (stereo not drawn)
→ 8, -1.3, 0.1, -1
> CCC(C)NC(=O)c1cc2c(=O)n3ccccc3nc2n1C (stereo not drawn)
→ -40, -0.2, 0.2, -4
> C=CCC(O)(CC=C)CNC(=O)CC1C(=O)NCCN1Cc1cc(OC)cc(OC)c1 (stereo not drawn)
→ 1, 1.5, -0.1, 2
> COC(=O)c1ccc(NS(=O)(=O)Cc2ccccc2)cc1
→ 7, 1.0, 0.3, -5
> CCCc1[nH]n(-c2ccc(F)cc2)c(=O)c1C=Nc1cccc(F)c1
→ -3, 1.1, -0.1, 0

(continued)
Every second line gives: TEAD-YAP inh, GPR151 activ, FBW7 act, MITF inh
> COc1cccc(CN(C)C(=O)c2cc3ccc(-c4cn[nH]c4)nc3[nH]2)c1
→ -60, 2.4, 0.1, 13
> COc1cccc(OCCCn2cnc3ccccc3c2=O)c1
→ -35, 1.0, 0.2, 5
> Cc1ccccc1NC(=O)CN(c1ccc(Cl)c(Cl)c1)S(C)(=O)=O
→ 3, 2.8, 0.2, 1
> CCOc1ccc(C2=C(C(=O)CC)Sc3nncn3N2C(=O)CC)cc1
→ -8, -1.5, -1.0, -3
> COc1c(Cl)cc(Cl)cc1/C=c1/sc2nc3ccccc3n2c1=O
→ 1, 0.4, 0.1, 7
> CCN(CC)C(=O)c1c[nH]c2ccccc2c1=O
→ 8, 0.8, -0.2, 7
> CC(C)(C)C(=O)Nc1nnc(CC(=O)N2CCCCC2)s1
→ 0, 0.9, 0.1, 11
> CSc1nnc2c(n1)OC(/C(C)=C/c1ccccc1)Nc1ccccc1-2 (stereo not drawn)
→ 8, 0.4, -0.1, 0
> C=CCNC(=S)Nc1ccc(NC(=O)CCC(=O)O)cc1
→ -5, -0.2, -0.1, -9
> COC(=O)/C(N=Nc1c(Cl)cc(Cl)cc1Cl)=C(\C)O
→ 1, 1.4, 0.2, 15
> Cc1ccc(S(=O)(=O)N(CC(O)CN(CC(C)C)CC(C)C)c2cccc([N+](=O)[O-])c2)cc1 (stereo not drawn)
→ 12, -1.6, 0.4, 11
> CCOC(=O)C1CCCCN1Cc1cccc(O)c1 (stereo not drawn)
→ 0, 0.5, 0.0, 45
> COCCNCCCCOc1cc(C(C)C)ccc1C
→ -6, -2.1, 0.1, 41
> CCC(=O)NCC1Cc2cc(-c3ccsc3)cc(Cl)c2O1 (stereo not drawn)
→ -20, -1.1, -0.3, 8
> CN(C)c1ccc(/C=C(\C#N)c2nc3ccccc3[nH]2)cc1[N+](=O)[O-]
→ -18, 0.4, 0.0, 4
> Cc1sc2ncnc(SCC(=O)NC(C)(C)C)c2c1C
→ -5, -1.2, 0.1, 5
> COc1ccc(-c2cc(C(=O)Nc3ccccc3SC)no2)cc1
→ 7, -1.0, -0.1, -4
> Cc1nc(-c2ccccc2)sc1C(=O)Nc1ccc(Cl)cc1
→ -10, -2.1, 0.0, -9
> O=C(N[C@H]1C[C@H]2C(=O)N3CCC[C@@H]3C(=O)N2C1)c1c(Cl)cccc1Cl
→ -1, -1.3, -0.1, -7
> Cc1cnn(C(=O)c2c(-c3ccccc3)noc2C)c1
→ 5, 0.7, 0.0, -2
> COc1cc2cc3c(N)c(C(=O)N4CCCC4)sc3nc2cc1OC
→ 4, -0.8, -0.1, 27
> COc1cc(OC)c(NC(=O)c2sc3ncnc(N4CCN(c5ccccc5OC)CC4)c3c2C)cc1Cl
→ 2, 0.5, 0.1, 5
> CSc1ncccc1C(=O)OCC(=O)NC(=O)NCCC(C)C
→ 4, 0.2, 0.1, -9
> O=C(NCc1cccnc1)c1ccc2nc(NCc3cccnc3)sc2c1
→ -9, 1.2, 0.1, 4
> COc1ccc2oc(-c3cccc(NC(=O)c4ccccc4[N+](=O)[O-])c3)nc2c1
→ -21, 0.6, -0.1, -3
